DNMT1 block: blocks human DNA methyltransferase DNMT1; 0.83% of 360,000 active; AID 588458; inhibition (reported as % activation of signal), % at 10 µM; DNMT1 molecular beacon, Hinp1I cleavage, fluorescence; in the data active = inhibition above about 50%
STEP inh: inhibitors of human striatal-enriched phosphatase STEP; P54829; recombinant STEP, OMFP fluorogenic substrate, fluorescence; AID 588621; 0.25% of 360,000 active; inhibition, % at 20 µM;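 active = inhibition at 20 µM, scaled per plate between control wells, above about 37%, limit read from the data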;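 also: 0% = DMSO with enzyme and substrate and 100% = substrate only without enzyme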
Target sequence (P54829 whole entry, looked up): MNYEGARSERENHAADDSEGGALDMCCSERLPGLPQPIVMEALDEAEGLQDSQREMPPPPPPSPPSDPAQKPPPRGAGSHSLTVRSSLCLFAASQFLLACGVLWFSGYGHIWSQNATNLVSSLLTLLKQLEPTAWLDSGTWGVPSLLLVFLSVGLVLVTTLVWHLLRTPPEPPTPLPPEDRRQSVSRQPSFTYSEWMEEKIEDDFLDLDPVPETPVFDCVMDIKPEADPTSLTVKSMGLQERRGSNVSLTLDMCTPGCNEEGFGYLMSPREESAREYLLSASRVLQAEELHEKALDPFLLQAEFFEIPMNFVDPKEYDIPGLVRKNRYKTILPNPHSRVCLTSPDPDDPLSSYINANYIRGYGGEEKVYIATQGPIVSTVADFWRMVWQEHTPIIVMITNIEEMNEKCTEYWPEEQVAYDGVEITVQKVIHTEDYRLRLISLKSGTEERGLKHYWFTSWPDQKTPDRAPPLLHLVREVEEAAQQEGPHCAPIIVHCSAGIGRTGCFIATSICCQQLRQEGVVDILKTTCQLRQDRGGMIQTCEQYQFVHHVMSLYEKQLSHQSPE
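Material: STEP (striatal-enriched tyrosine phosphatase) enzyme, cell-free | Medium: 50 mM Bis-Tris pH 6.0 with 2.5 mM DTT and 0.005% Tween 20 | Read-out: Percent inhibition scaled to no-enzyme and uninhibited-enzyme controls, plate-pattern corrected | Signal: Fluorescence read at 480 nm ex / 540 nm em | Times: 20 min reaction, room temperature, in the dark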
NadD inh: inhibitors of Staphylococcus aureus NadD. purified NadD enzyme, colorimetric absorbance read-out. inhibition, % at 20 µM. 0.78% of 360,000 active. AID 602399; in the data active = inhibition above about 26%; also: some compounds past the cut are filed as inactive
SUMO1-SIM PPI: alters human SUMO1 binding to SIM partners | P63165 | SUMO1 binding to a labelled peptide, TR-FRET, 1 h | inhibition, % at 20 µM | 0.33% of 360,000 active; in the data active = inhibition above about 37%
Target sequence (P63165 whole entry, looked up): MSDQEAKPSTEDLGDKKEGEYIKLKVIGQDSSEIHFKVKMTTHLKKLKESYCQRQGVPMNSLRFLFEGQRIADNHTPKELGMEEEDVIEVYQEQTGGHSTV
Rpn11 block: blocks the human proteasome subunit Rpn11; calls only at 20 µM; AID 588493; 0.59% of 360,000 active; O00487; human 26S proteasome, Ub4-pepOG fluorescence polarization; 20S core pre-blocked with epoxomicin;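 active = inhibition at 20 µM, scaled to each plate's controls, above about 33%, limit read from the data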
Tb MetRS inh: blocks T. brucei methionyl-tRNA synthetase activity. inhibition, % at 11.9 µM. purified T. brucei MetRS, ATP depletion, Kinase-Glo luminescence. 0.4% of 360,000 active;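 active = inhibition above a per-plate cutoff of the control wells' mean inhibition plus 3 SD, cut at about 5.5% in these data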;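 also: 0% = DMSO wells median and 100% = median of wells with control inhibitor compound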
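Dosing: 11.9 µM single point; system: parasite MetRS enzyme; technique: luminescence of leftover ATP; times: 15 min enzyme-compound preincubation, 2 h reaction, 10 min detection, 25 °C; replicates: each compound tested once; read-out basis: percent inhibition relative to median high and low control wells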
LMPTP block: LMPTP (human) inhibition | recombinant LMPTP-A, OMFP fluorogenic substrate, fluorescence intensity | inhibition, % at 20 µM | AID 651560 | 0.22% of 360,000 active | P24666;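 active = compounds that cut the enzyme signal by at least half of the control window in the single-dose screen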;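 also: plate controls were DMSO wells with enzyme plus substrate for no effect and substrate without enzyme for full effect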
Target sequence (P24666 whole entry, looked up): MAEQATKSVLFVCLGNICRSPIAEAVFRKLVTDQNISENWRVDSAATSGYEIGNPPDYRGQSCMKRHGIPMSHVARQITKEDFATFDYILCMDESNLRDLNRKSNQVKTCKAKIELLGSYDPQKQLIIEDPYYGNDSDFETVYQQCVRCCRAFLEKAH
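Assay system: LMPTP-A enzyme. Input: 0.625 nM LMPTP-A final. Probe or stimulus: 400 µM OMFP. Compound dosing: single 20 µM dose. Schedule: 50 min dark incubation at room temperature. Detection: fluorescence intensity of OMFP turnover product. Read-out: percent inhibition versus substrate-only and uninhibited controls. Benchmarks: no-enzyme low control, uninhibited high control.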
Scp1 inh: Scp-1 (human) phosphatase inhibition; Recombinant Scp1, phosphopeptide, malachite green phosphate absorbance; inhibition, % at 20 µM; 0.88% of 340,000 active; AID 493091;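 active = inhibition above about 50% at 20 µM, limit read from the data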;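 also: plate controls were DMSO wells with enzyme for no effect and wells lacking enzyme for full effect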
Target sequence (Q9GZU7 76-261 limits assumed): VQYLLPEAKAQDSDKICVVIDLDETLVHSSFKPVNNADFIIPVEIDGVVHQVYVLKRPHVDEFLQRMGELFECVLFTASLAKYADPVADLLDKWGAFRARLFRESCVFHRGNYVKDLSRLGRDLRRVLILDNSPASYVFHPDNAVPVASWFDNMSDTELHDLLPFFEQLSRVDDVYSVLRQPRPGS
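Assay system: SCP-1 catalytic fragment, aa 76-261 | Buffer or medium: Tris acetate buffer pH 5.5 with MgCl2 and Tween-20 | Compound: One concentration, 20 µM, with 1.0% DMSO | Also added: Phospho 17-mer peptide substrate | Signal: Absorbance at 630 nm | Incubation: 45 min enzyme reaction at room temperature | Measure: % inhibition of SCP-1 phosphate liberation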
CSN inh: blocks human CSN-mediated cullin deneddylation; Q92905; Purified CSN, SCF-Nedd8-OG deneddylation, fluorescence polarization; inhibition, % at 12.5 µM; 0.38% of 360,000 active; AID 651999;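 active = pattern-corrected inhibition above about 35%, with an unprinted fluorescence ratio check between 0.5 and 1.5, limit read from the data, passing the limit was not always enough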;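 also: 0% = enzyme with substrate and 100% = substrate without enzyme; some results filed as inactive read as strong as hits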
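Test system: Human Csn5 produced in HEK293T cells | Compound: 12.5 µM single point | Times: 90 min, room temperature | Signal: Fluorescence polarization readout | Read-out basis: % inhibition of substrate cleavage by Csn5 | Controls: no-enzyme wells high, enzyme-with-substrate wells low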
MsrA inh: inhibits bovine methionine sulfoxide reductase A | purified bovine MsrA, absorbance read-out | inhibition, % at 15.5 µM | 0.75% of 360,000 active | AID 651718; in the data active = inhibition above about 4.5%;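 also: 0% = vehicle wells with enzyme and 100% = reference inhibitor wells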
* = called active by the depositor; i = inactive; / = no result given; + = active, no number.

SMILES | DNMT1 block | STEP inh | NadD inh | SUMO1-SIM PPI | Rpn11 block | Tb MetRS inh | LMPTP block | Scp1 inh | CSN inh | MsrA inh
CC1(C)Cc2cccc(C(=O)Nc3ccncc3)c2O1 | 4.7 | 0.6 | -3.7 | -3.0 | i | 1.4 | -1.9 | -7.3 | -0.8 | 1.8
CC(OC(=O)c1ccccn1)C(=O)Nc1ccc2c(c1)OCCO2 (centres undefined) | 2.3 | 1.2 | 1.0 | 3.9 | i | -0.2 | -1.0 | -1.4 | 1.1 | 1.2
COc1ccc(OCCCC(=O)OCC(=O)Nc2sccc2C(N)=O)cc1 | -8.4 | 1.1 | 0.3 | 6.9 | i | -0.4 | 1.8 | -0.8 | -0.2 | 0.3
CCOc1cc(/C=C2\C(=O)N(CCc3ccc(OC)c(OC)c3)C(C)=C2C(=O)OC)ccc1O | -5.9 | -0.9 | -2.3 | -25.0 | i | 0.3 | -0.4 | -15.6 | -1.1 | -0.7
COc1ccc(-c2sc3ccc(OC)cc3c2C#CCCO)cc1 | -28.5 | -2.9 | -11.5 | -17.3 | i | -0.3 | 2.8 | -4.4 | -3.2 | /
COc1cccc(NC(=O)NNS(=O)(=O)c2ccc(OC)cc2OC)c1 | -0.2 | -0.1 | 5.9 | -0.2 | i | -0.3 | -0.9 | -3.6 | 3.1 | 0.2
O=C(Cc1cccs1)NC1(C(=O)NC2CCCC2)CCCCC1 | 0.0 | -0.1 | -3.6 | 1.6 | i | 0.1 | -0.3 | -1.7 | 1.6 | -0.6
COc1ccc(/C=C\C(=O)NCC(=O)N/N=C/c2cccc(OC)c2O)cc1 | 30.1 | 6.7 | 14.9 | 10.5 | i | 0.2 | -1.4 | -3.1 | 0.1 | 1.0
COC(=O)c1ccc(C2NC(=O)c3c(sc(C)c3C)N2)cc1 (centres undefined) | 1.7 | 8.2 | 1.7 | 0.3 | i | 0.3 | -0.5 | -7.9 | 3.3 | 0.3
COC(=O)c1ccc(NC(=O)C(=O)N2CCN(C(=S)Nc3cccc(C)c3C)CC2)cc1 | 8.1 | 1.5 | -6.6 | -1.4 | i | -0.8 | -1.4 | -2.7 | -16.1 | -0.7
Clc1ccc(-c2nnc(C34CC5CC(CC(C5)C3)C4)o2)cn1 | -0.3 | 0.4 | 1.9 | -2.0 | i | -0.1 | 1.6 | -14.5 | -1.8 | /
CCCCC(=O)Nc1cccc(NC(=O)c2ccc3c(c2)OCO3)c1 | -2.8 | -20.7 | -8.6 | 3.9 | i | -1.5 | -0.3 | -10.3 | -4.5 | -0.1
CCCCc1ccc(S(=O)(=O)NC(=O)C2(C)CCN2C(=O)Cc2ccccc2)cc1 (centres undefined) | 6.7 | 2.5 | -0.7 | 4.7 | i | -0.2 | -1.9 | / | 4.9 | -0.7
Cc1csc(N/N=C\c2cccnc2)n1 | -3.2 | -0.5 | -2.3 | -5.1 | i | -0.4 | 0.9 | 4.7 | -6.3 | 3.0
C/C(CC1CC(C)(C)OC1=O)=N\NC(N)=S (centres undefined) | -0.4 | 0.6 | -10.2 | 4.3 | i | 0.1 | -1.6 | 0.1 | 1.6 | 0.4
O=C(CSc1nnc(C2COc3ccccc3O2)o1)N1CCN(c2ccccc2)CC1 (centres undefined) | 2.6 | 5.4 | 0.2 | 9.9 | i | -0.2 | -1.3 | -12.6 | 4.8 | 0.2
Cc1cc(C)n2nc(SCC(=O)NC3CCCCC3C)nc2n1 (centres undefined) | -2.7 | 2.2 | 5.1 | 0.6 | i | -0.7 | 0.3 | -5.1 | 1.7 | 0.0
CN1CCN(c2nc(NCCOC34CC5CC(CC(C5)C3)C4)nc(OCC(F)(F)F)n2)CC1 | 0.6 | 2.6 | -6.8 | -0.7 | i | -3.3 | -0.3 | 9.4 | -1.6 | -1.6
CCc1ccc(N2CC(C(=O)N3CCCC3)CC2=O)cc1 (centres undefined) | -0.7 | 0.3 | -3.1 | 1.1 | i | -0.5 | -0.6 | 7.0 | -5.0 | 1.6
NC1=NC(=O)C2(COC(c3cccnc3)OC2)S1 (centres undefined) | -18.4 | 1.1 | 0.2 | -5.5 | i | -1.0 | 5.1 | 4.7 | -15.2 | 1.8
Cc1cccc(CN2CCOCCS2(=O)=O)c1 | 2.8 | -1.0 | -6.5 | -1.8 | i | 0.3 | -1.7 | -8.5 | 3.2 | 0.2
COc1ccc(Cn2c(C3CC3)nc3ccc(NC(=O)C4CC4)cc3c2=O)cc1 | -9.8 | -0.3 | 2.7 | -3.0 | i | -0.5 | 1.9 | -4.8 | -3.5 | 0.8
NS(=O)(=O)c1cccc(NC(=O)COC(=O)C2(c3cccc(F)c3)CCCC2)c1 | -5.9 | -2.2 | -5.9 | -5.0 | i | -1.6 | -0.1 | -2.0 | -12.9 | -0.5
CCc1nn(CC(=O)N(C)C2CCCCC2)c(=O)c2cc3cc(C)ccc3n12 | 3.5 | 4.3 | 1.3 | -10.4 | i | 0.2 | 0.8 | -5.3 | 3.2 | 0.4
COc1cc(NC(=O)CCNC(=O)Cn2cnc3sc4c(c3c2=O)CCCC4)cc(OC)c1OC | -0.9 | -2.7 | -6.2 | -4.7 | i | -1.3 | -1.3 | 1.8 | 4.1 | -0.6
c1ccc(-n2nnnc2SCc2cccc3nsnc23)cc1 | -2.8 | 2.7 | -5.9 | -21.1 | i | 0.2 | 0.0 | -3.1 | 0.9 | -0.5
COc1ccc(OC)c(Nc2nc(-c3ccccc3O)nc3ccccc23)c1 | -1.2 | 0.9 | -1.1 | -36.5 | i | 0.0 | 0.0 | -0.5 | -10.3 | 1.9
CCOc1ccc(-n2c(=O)[nH]cc(C(=O)N3CCCc4ccccc43)c2=O)cc1 | 0.8 | 0.3 | 1.6 | 0.7 | i | -0.6 | -1.2 | -0.3 | 1.0 | 0.3
C/C(=N\Nc1ccc(C(F)(F)F)cc1[N+](=O)[O-])C(C)C | 18.9 | 2.7 | -1.8 | -13.3 | i | -0.4 | 0.1 | 5.4 | -1.6 | 1.1
CCCCC(=O)Nc1ccc(NC(=O)c2cc(OC)c(OC)c(OC)c2)cn1 | -1.5 | -2.3 | 0.3 | -1.9 | i | -0.1 | 0.7 | -2.2 | -2.2 | 0.2
Cc1ccccc1N(C(=O)CCC(=O)Nc1ccccn1)C(C(=O)NC(C)C)c1ccc(O)cc1 (centres undefined) | -3.5 | -0.6 | 2.7 | -1.8 | i | -2.5 | 0.3 | -3.6 | 2.8 | 1.6
Cc1ccc(SCC(=O)N2CCC(C(N)=O)CC2)cc1 | 7.8 | -3.0 | 1.5 | -1.4 | i | -1.1 | -0.5 | 1.8 | -2.1 | -0.9
O=C(/C=C/c1ccco1)Nc1ccc(-c2nc3ccccc3[nH]2)cc1 | 49.9 | 5.2 | 33.5* | 1.1 | + | 1.0 | 36.8 | -2.7 | 5.0 | 0.7
COc1ccccc1-n1c(=O)[nH]c2c(C(N)=O)nc(C3CCCCC3)nc21 | 1.2 | -0.2 | 1.1 | -0.4 | i | -0.7 | -1.5 | 0.3 | -3.2 | -0.2
Cc1c(C)n(CC(O)CSc2ccccc2)c2ccccc12 (centres undefined) | / | / | -2.3 | 5.3 | / | 0.3 | 0.9 | / | -1.4 | -0.5
CCN(CC(=O)Nc1ccc2c(c1)OCCO2)C(=O)c1cccc(OCC(C)C)c1 | 0.9 | 1.7 | -3.3 | 2.4 | i | -0.6 | -0.2 | -4.8 | -2.4 | -1.1

Look-ups from the entries so far:
CCCCC(=O)Nc1ccc(NC(=O)c2cc(OC)c(OC)c(OC)c2)cn1 – MsrA inh = 0.2
Cc1ccc(SCC(=O)N2CCC(C(N)=O)CC2)cc1 – LMPTP block = -0.5

Next part
SMILES | DNMT1 block | STEP inh | NadD inh | SUMO1-SIM PPI | Rpn11 block | Tb MetRS inh | LMPTP block | Scp1 inh | CSN inh | MsrA inh
Cc1cc(C(=O)COc2cccnc2[N+](=O)[O-])c(C)n1-c1ccccc1 | 2.0 | -3.9 | -2.2 | -2.2 | i | 0.0 | 0.5 | -13.1 | -2.4 | -0.3
O=C(c1ccc(Cl)cc1)N(Cc1ccc(Br)cc1)N1C(=O)CCC1=O | -1.7 | 0.7 | -9.5 | 0.2 | i | -0.1 | -0.2 | -3.9 | 5.2 | -0.1
CCCCSc1nc2c(=O)[nH][nH]c(=O)c2n1Cc1ccccc1 | -1.8 | -0.9 | 9.4 | -0.2 | i | 0.3 | 0.2 | 3.3 | 1.1 | -1.1
CCOC(=O)N1CCN(S(=O)(=O)c2ccc(C)cc2)C1c1ccc(OC)cc1 (centres undefined) | -0.9 | -1.6 | -4.0 | -0.1 | i | 0.6 | 0.6 | -17.3 | 4.0 | -1.2
COc1cc(OC)c(C2C(C(=O)O)c3ccccc3C(=O)N2C)cc1OC (centres undefined) | -0.1 | 0.7 | 0.3 | 0.3 | i | 0.3 | -1.5 | -6.1 | 1.6 | 0.7
CCOC(=O)c1[nH]c(C)c(C(=O)OCC(=O)NC(C)c2ccc(F)cc2)c1C (centres undefined) | 15.2 | 5.9 | 1.0 | 2.4 | i | 0.1 | 0.1 | -7.6 | -0.6 | 0.6
COc1ccc(N2CCC(CNC(=O)Nc3ccc(C)c(C)c3)C2)cc1 (centres undefined) | -24.2 | -4.0 | 5.0 | -4.7 | i | -0.6 | -1.7 | -0.2 | 5.9 | 0.0
Cc1c(C(=O)NCc2ccccn2)oc2ccc(Br)cc12 | 0.3 | 0.3 | -6.2 | 3.8 | i | -0.2 | -0.3 | -7.6 | 3.7 | 0.2
CCc1ccc(/C=N\n2cnnc2)cc1 | 0.1 | 0.5 | -0.5 | 5.0 | i | -1.1 | -1.2 | -6.6 | 0.7 | -0.8
CCOCCCNS(=O)(=O)c1ccc(-n2cnnn2)c(OC)c1 | 2.0 | -3.4 | -2.7 | 0.3 | i | -0.6 | -1.7 | -2.6 | 2.6 | 0.2
Cc1ccc2[nH]c(-c3cccc(N)c3)cc2c1 | -28.9 | -2.4 | -0.7 | -3.3 | i | 0.2 | 1.8 | 0.5 | 0.8 | 1.7

Screening data: PubChem BioAssay, several laboratories
